# Screening data as filed in PubChem BioAssay.
# IMPase Li cell: IMPase inhibition in cells with lithium potentiation. AID 1457. CHO-M1 cells, IP1 TR-FRET (IP-One), carbachol + lithium. Potency, µM (doses to about 59.4 µM), for inactives: top-dose activity, negative = IMPase inhibition, most hits filed as inhibitors. hit rate 0.35% among 210,000;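 further: IP1 builds up when IMPase is blocked and the TR-FRET signal falls; plate controls were basal vehicle for no effect and high inhibitor control for full effect; nearly all actives have a fitted effect of over 50% in size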
#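 Concentration–response in CHO-M1 cells, lithium-potentiated; 30 min at 37C. IP1 detected by competitive TR-FRET after 10 min lysis at RT. Hill-fitted AC50.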
# RGS12 GoLoco inh: RGS12 GoLoco-Gai1 interaction inhibition; hit rate 0.44% among 230,000; Gai1:RGS12 GoLoco peptide FP, rhodamine, 10 min; Potency, µM (doses to about 61.6 µM), for inactives: at the top dose activity, negative = inhibition, actives largely listed as inhibitors; P63096; AID 880; active means well fitted inhibition curve with a large enough effect, not every such curve was filed as active; inactive means no such curve, though single readings can be large or run the other way; further: on the % scale 0 is the no-effect control and ±100 the full control effect; nearly all actives have a fitted effect of over 30% in size; many of its hits are not listed in these tables
# Target sequence (P63096 whole entry, looked up): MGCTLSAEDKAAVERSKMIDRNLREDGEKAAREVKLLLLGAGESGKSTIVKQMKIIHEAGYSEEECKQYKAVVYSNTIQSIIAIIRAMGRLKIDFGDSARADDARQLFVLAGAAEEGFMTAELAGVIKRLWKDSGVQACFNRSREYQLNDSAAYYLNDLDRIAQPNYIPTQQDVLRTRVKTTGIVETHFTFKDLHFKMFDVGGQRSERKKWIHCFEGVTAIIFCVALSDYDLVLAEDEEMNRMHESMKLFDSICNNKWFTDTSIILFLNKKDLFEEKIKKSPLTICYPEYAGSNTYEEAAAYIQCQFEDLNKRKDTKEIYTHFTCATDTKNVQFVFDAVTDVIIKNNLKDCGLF
# JMJD2E inh: blocks human JMJD2E demethylase activity; JMJD2E catalytic domain, FDH-coupled NADH fluorescence (FDH is formaldehyde dehydrogenase); Potency, µM (series often up to 57.1 µM), for inactives: at the top dose activity change, negative = inhibition, actives largely listed as inhibitors; AID 2147; hit rate 1.6% among 230,000; B2RXH2; active means well fitted inhibition curve with a large enough effect, not every such curve was filed as active; inconclusive means small, poorly fitted or top-dose-only effect, or another doubt; inactive means no such curve, though single readings can be large or run the other way;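 further: 0% = wells with enzyme and -100% = buffer wells without enzyme; nearly all actives have a fitted effect of over 50% in size; many of its hits are not listed in these tables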
# Target sequence (B2RXH2 1-337 limits assumed): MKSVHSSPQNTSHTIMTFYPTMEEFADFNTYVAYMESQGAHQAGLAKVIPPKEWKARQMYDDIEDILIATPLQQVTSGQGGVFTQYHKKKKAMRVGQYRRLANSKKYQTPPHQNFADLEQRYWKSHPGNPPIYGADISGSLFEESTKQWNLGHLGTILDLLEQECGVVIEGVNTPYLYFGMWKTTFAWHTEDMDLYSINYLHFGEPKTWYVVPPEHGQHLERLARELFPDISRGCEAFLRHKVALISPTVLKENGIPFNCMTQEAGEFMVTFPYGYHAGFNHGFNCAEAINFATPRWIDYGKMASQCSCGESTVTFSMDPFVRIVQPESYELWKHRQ
# KinaseGlo FLuc: Kinase-Glo luciferase inhibition (counter-screen); Q27757; Kinase-Glo luciferase, ATP luminescence, 8 min; Potency, µM (titrated, usually from 38.3 µM), for inactives: at the top dose activity change, negative = inhibition, usual class: inhibitors; hit rate 0.28% among 200,000; AID 1379; further: on the % scale 0 is the no-effect control and ±100 the full control effect; nearly all actives have a fitted effect of over 60% in size
#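 Luminescence was the read-out, taken after 8-minute incubation at ambient temperature. Luciferase turned over luciferin with 10 uM ATP in imidazole pH 7.2 buffer containing KCl, MgCl2, Tween 20 and BSA.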
# RECQ1 inh: blocks DNA unwinding by human RECQ1. P46063. RECQ1 DNA unwinding, red fluorescence kinetic read. Potency, µM (top dose mostly 57.3 µM), inactives show at the top dose activity, negative = inhibition, usual class: inhibitors. hit rate 0.54% among 240,000;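 further: plate controls were vehicle for no effect and no enzyme for full effect; nearly all actives have a fitted effect of over 30% in size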
#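 RECQ1T1 50 nM; forked duplex (20 bp + 30-nt ss tails) 200 nM, ATP 2 mM final; pH 8.0, 2 mM MgCl2, 2.5 ug/ml poly(dI-dC); 15 min compound preincubation; discontinuous kinetic read over 2 h at RT.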
# NPSR antag: blocks cAMP signaling of the human neuropeptide S receptor; Q6W5P4; CHO-NPSR cells, cAMP TR-FRET, antagonist mode; Potency, µM (titrated, usually from 38.3 µM), inactives show at the top dose activity change, negative = inhibition, usual class: inhibitors; hit rate 1% among 220,000; AID 1461; further: on the % scale 0 is the no-effect control and ±100 the full control effect; nearly all actives have a fitted effect of over 50% in size; many of its hits are not listed in these tables
# Target sequence (Q6W5P4 whole entry, looked up): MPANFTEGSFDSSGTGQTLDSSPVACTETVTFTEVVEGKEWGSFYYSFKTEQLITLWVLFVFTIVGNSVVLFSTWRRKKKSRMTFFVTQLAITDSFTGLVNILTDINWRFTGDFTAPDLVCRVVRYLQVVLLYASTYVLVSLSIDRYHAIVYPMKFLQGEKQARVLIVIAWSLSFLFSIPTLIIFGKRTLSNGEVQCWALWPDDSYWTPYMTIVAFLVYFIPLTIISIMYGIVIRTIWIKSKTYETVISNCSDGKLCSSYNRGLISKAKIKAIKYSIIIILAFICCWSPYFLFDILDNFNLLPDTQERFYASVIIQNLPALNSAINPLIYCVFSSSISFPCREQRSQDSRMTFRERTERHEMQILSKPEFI
# SMN2 splice enh: enhancers of SMN2 splice variant expression; AID 1458; HEK293 SMN2-luciferase splicing reporter, luminescence, 30-36 h; Potency, µM (titrated, usually from 46.1 µM), without a hit: top-dose activity change, positive = activation, hits mostly activators; hit rate 2.8% among 210,000; further: % of control where 0% means no effect; nearly all actives have a fitted effect of over 55% in size
#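 HEK293 cells carry an SMN2 minigene-luciferase reporter in which exon 7 inclusion puts luciferase in frame. Cells were seeded at 2000 cells/well, attached for 10-12 hours, then exposed to compounds for 30-36 hours at 37C before ONE-Glo luminescence.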
# Epigenetic reg: epigenetic control regulation, reporter derepression | AID 1865 | Potency, µM (titrated, usually from 53.9 µM), without a hit: at the highest dose GFP activation, actives largely listed as activators | hit rate 0.2% among 280,000 | murine LDR cells, GFP reporter derepression, 30 h; further: % of control where 0% means no effect; nearly all actives have a fitted effect of over 60% in size
#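 GFP-positive cell count by laser-scanning cytometry (objects 20–120 um) after 30 h, 37 C compound exposure of murine LDR cells; reporter is CMV-GFP integrated at a silenced locus, inducible by HDAC or DNMT inhibitors.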
# Starred values were filed as active, the others as inactive; i = inactive; ? = inconclusive; nt = no result given; & = joins results of further samples; [ ] = remark or other dose. Unless noted, the call rests on the fitted dose curve; in most records, active means well fitted curve in the direction sought with a large enough effect; inconclusive means small, poorly fitted or top-dose-only effect, or another doubt; inactive means no such curve, though single readings can be large; an effect the other way counts as inactive or inconclusive. Potency means the concentration at half of the fitted maximal effect. This is a subset (hit frequency here may not be typical).
canonical_smiles	KinaseGlo FLuc	IMPase Li cell	SMN2 splice enh	Epigenetic reg	JMJD2E inh	RECQ1 inh	NPSR antag	RGS12 GoLoco inh
S=c1[nH]ccn1-c1ccccc1Cl	nt	nt	nt	0.1%&-0.3%	0%&-2%	-6%	-8%&-11%	3%&2%
CCN1CC(CN(C)Cc2cn(-c3ccc(C)cc3)nc2-c2ccc(F)cc2)CC1=O (stereo unspecified)	-1%	9%	nt	5.3%	-2%	-3%	39%	-5%
Cc1ccc(S(=O)(=O)N2CCCOC2CNC(=O)C(=O)NCc2ccncc2)cc1 (stereo unspecified)	-2%	-1%	0%	0.0%	-2%	-2%	13%	3%
C=CC(=O)NC(NC(=O)C=C)c1ccc(Br)cc1	-2%	0%[38.3 µM]	28%	4.6%	8%	-4%	-5%[46.1 µM]	0%
COc1ccc(CSc2nnc3[nH]c(=O)cc(N)n23)cc1	-1%	-5%	-6%	-4.1%	8%	-12%	5%	4%
O=C(N(Cc1ccccc1)c1ccccn1)C12CC3CC(CC(C3)C1)C2	-2%	10%[38.3 µM]	-17%	5.0%	-2%	i	?	5%
Cc1nc(S(=O)(=O)c2ccc(Br)cc2)nc2c1CCC2	7%	4%	-11%	-0.8%[10.1 µM]	5%	i	-3%	5%
c1ccc(CCCNc2ncccn2)cc1	-6%	4%	19%	1.0%	4%	-8%	10%[46.1 µM]	-12%
O=C(NCC1(N2CCOCC2)CCCCC1)c1cccc(S(=O)(=O)N2CCc3ccccc3C2)c1	-4%	8%	-7%	0.0%	-13%	-27%	-31%	7%
CC(C)(C)OC(=O)[C@H](Cc1ccccc1)NC(=O)c1[nH]cnc1C(=O)Nc1ccc(Cl)cc1	nt	nt	nt	?	-20%	-16%	?	1%
O=C(Nc1ccc(F)cc1)C1CC(=O)n2c(nc3ccccc32)N1 (stereo unspecified)	0%	-8%	-9%	0.0%	-1%	-14%	-3%[46.1 µM]	39%[activator]
Cn1c(SCC(=O)NNC(=O)Nc2ccc(Cl)cc2)nnc1-c1ccccc1	nt	nt	nt	0.0%	8%	-4%	8%	1%

# (more compounds)
canonical_smiles	KinaseGlo FLuc	IMPase Li cell	SMN2 splice enh	Epigenetic reg	JMJD2E inh	RECQ1 inh	NPSR antag	RGS12 GoLoco inh
Cc1ccc(-c2nc3ccccc3o2)cc1NC(=O)Cc1cccs1	-3%	-24%[38.3 µM]	-29%	?	1%	-2%	-5%[46.1 µM]	195%[activator]
Cc1cccc(N(C)S(=O)(=O)c2cccc3nsnc23)c1	-2%	19%[38.3 µM]	2%	1.2%	0%	-3%	-13%[46.1 µM]	11%
CC(=O)c1c(C)[nH]c(C(=O)OCc2ccc(Br)cc2)c1C	1%	7%	-74%[inhibitor]	-0.7%	5%	-7%	-18%	-1%
Cc1cc2c(c(=O)n1CCCn1ccnc1)C(c1ccco1)C(C#N)=C(N)O2 (stereo unspecified)	-1%	-2%[38.3 µM]	-10%	0.0%	0%	-6%	5%[46.1 µM]	5%
CCCCCN(C(=O)NC(=O)NC(C)CC)S(C)(=O)=O (stereo unspecified)	-6%	-6%[38.3 µM]	1%	-1.1%	5%	-8%	-4%[46.1 µM]	-18%
Cc1cc(C)n(-c2ccc(F)cc2CN2CCN(Cc3ccccc3)C(CCO)C2)n1 (stereo unspecified)	1%	32%[activator]	nt	-0.2%	0%	-28%	-7%	-8%
Cc1ccc2c(c1)C1CN(C)CCC1N2C(=O)c1ccc(Cl)c(S(=O)(=O)N2CCOCC2)c1 (stereo unspecified)	-1%	20%	-4%	5.8%	0%	i	1%	7%
Cc1nn(CCc2n[nH]c(=S)n2-c2cccc(Cl)c2)c(C)c1[N+](=O)[O-]	-4%	22%[38.3 µM]	-21%	0.4%	-4%	i	-5%[46.1 µM]	-10%
COCCN1CN(S(=O)(=O)c2ccccc2)c2nc3ccccc3nc21	-2%	13%[38.3 µM]	?	-1.1%	1%	5%	5%[46.1 µM]	-118%
CC(C)CSc1ncnc2c1oc1nc3c(cc12)COC(C)(C)C3	-5%	4%[38.3 µM]	?	0.7%	-3%	-8%	-21%[46.1 µM]	8%
Cc1ccc(-n2nnnc2-c2cnn(-c3cccc(F)c3)c2C(F)(F)F)cc1	-1%	12%	-76%[inhibitor]	0.0%	-3%	-12%	-12%[46.1 µM]	-1%
CCn1c(SCC(N)=O)nc2cc(S(=O)(=O)N3CCOCC3)ccc21	2%	-7%	10%	2.4%	-4%	-8%	6%	4%

# Carrying on:
canonical_smiles	KinaseGlo FLuc	IMPase Li cell	SMN2 splice enh	Epigenetic reg	JMJD2E inh	RECQ1 inh	NPSR antag	RGS12 GoLoco inh
Cc1nn(Cc2ccc(Cl)cc2)c(C)c1NC(=O)CSc1n[nH]c(C)c1[N+](=O)[O-]	0%	-4%	-28%	0.0%	2%	0%	-3%	-1%
O=C(CN1C(=O)C2(OCCO2)c2ccccc21)c1ccc(Cl)cc1	1%	10%	-14%	0.0%	0%	4%	9%	6%
O=C(O)c1ccc(N/N=C/c2cc3c(cc2[N+](=O)[O-])OCO3)cc1	?	12%	-26%	1.2%	?	-8%	-49%	12%
Cc1ccccc1C(=O)Nc1c(-c2cccs2)c(=O)c2ccccc2n1C	nt	nt	nt	-1.2%	-7%	17%	-10%	-3%
O=C1OCCC1S(=O)(=O)c1ccc2ccccc2c1 (stereo unspecified)	nt	nt	nt	?	9%	-2%	-2%[46.1 µM]	nt
CC1CCC/C(=N/Nc2ccc([N+](=O)[O-])cc2[N+](=O)[O-])C1 (stereo unspecified)	1%	9%[38.3 µM]	-19%	-3.0%	-27%	-6%	-25%[46.1 µM]	-15%
CCCc1nc2cc(CC(=O)OC)ccc2o1	-2%	-15%[38.3 µM]	-5%	2.1%	2%	i	-1%[46.1 µM]	4%
COC(=O)c1oc2ccccc2c1NC(=O)/C=C/C(=O)O	-1%	-10%	29%	0.5%	-29%	-3%	-1%	5%
Cc1ccc(-c2nc3cc(C)ccc3o2)cc1	?	26%[38.3 µM]	11µM*	4.0%	?	0%	-10%[46.1 µM]	-6%
C#CCOCCOCCOCCNc1nc(N2CCN(C(=O)Cn3cc(CC(C)O)nn3)CC2)nc(N2CCN(C(=O)Cn3cc(CC(C)O)nn3)CC2)n1 (stereo unspecified)	-1%	1%	-3%	1.4%	3%	-6%	11%	3%
O=C(COc1ccc(S(=O)(=O)N2CCCCC2)cc1)NCc1ccncc1	2%	0%[38.3 µM]	4%	0.0%	4%	i	-3%[46.1 µM]	8%
Cc1cc(-c2cc(C(=O)NC3CCCC3)on2)nc(NC2CCCC2)n1	nt	nt	nt	-3.6%	?	i	-23%	11%

# Next section
canonical_smiles	KinaseGlo FLuc	IMPase Li cell	SMN2 splice enh	Epigenetic reg	JMJD2E inh	RECQ1 inh	NPSR antag	RGS12 GoLoco inh
O=C(NC(=S)N1CCOCC1)C12CC3CCC(CC(C3)C1)C2	2%	-1%	-3%	1.3%	0%	-5%	-12%[46.1 µM]	5%
COc1ccc(OC)c(C2C(C#N)=C(N)Oc3c2c(C)nn3-c2cccc(Cl)c2)c1 (stereo unspecified)	0%	4%[38.3 µM]	4%	0.7%	?	0%	-16%[46.1 µM]	0%
Oc1ccc(Br)cc1/C=N/Nc1nc(N2CCCCC2)nc(N2CCOCC2)n1	-1%	15%	nt	0.0%	-15%	-2%	?	14%
O=C(Nc1ccccc1)/C(=C/c1ccc([N+](=O)[O-])cc1)NC(=O)c1ccccc1	-3%	2%	14%	1.1%	-4%	-11%	4%	-2%
Cc1ccc(Cl)cc1NC(=S)N(C)N	nt	nt	nt	3.8%	?	i	-13%	2%
O=C(NCC1CCCO1)c1cc(-c2ccccc2)on1 (stereo unspecified)	-1%	12%[38.3 µM]	35µM*	11%	8%	-3%	-7%[46.1 µM]	3%
O=C(NC1CCCC1)C1CC1c1ccccc1 (stereo unspecified)	-1%	1%[38.3 µM]	-20%	1.9%	1%	-18%	-6%[46.1 µM]	-6%
COc1ccc(-n2c(-c3ccccc3)c[n+]3c2CCC3)cc1	nt	nt	nt	1.1%	7%	i	15%	5%
CNc1ccc(/C=C(\CCC(=O)O)c2nc3ccccc3s2)cc1[N+](=O)[O-]	-4%	-3%	2%	-1.3%	3%	35µM*	-26%	8%
OC(COc1ccc(Cl)cc1)CN1C2=NCCCN2c2ccccc21 (stereo unspecified)	-3%	27%[38.3 µM]	28%	-1.0%	-8%	-6%	6%[46.1 µM]	8%
CCc1ccccc1NC(=O)CSc1nnc([C@@H](N)Cc2ccccc2)o1	1%	-2%[38.3 µM]	-6%	0.4%	?	-3%	3%[46.1 µM]	19%
COc1cccc(N=Nc2c(N)[nH][nH]c2=O)c1	-13%	24%	10µM*	0.1%	6%	8%	-38%	8%

# (more compounds)
canonical_smiles	KinaseGlo FLuc	IMPase Li cell	SMN2 splice enh	Epigenetic reg	JMJD2E inh	RECQ1 inh	NPSR antag	RGS12 GoLoco inh
COc1ccc(CCNC(=O)Nc2ccc3c(c2)OCO3)cc1OC	2%	3%	nt	-0.6%	-1%	-5%	-5%	7%
CCCCn1c(NS(=O)(=O)c2ccc(C)cc2)c(S(=O)(=O)c2ccccc2)c2nc3ccccc3nc21	nt	nt	nt	5.3%	?	-22%	?	nt
COc1ccc(C(O)C(CN2CCOCC2)c2ccccc2)cc1 (stereo unspecified)	0%	7%[38.3 µM]	2%	4.0%	0%	5%	-9%[46.1 µM]	-4%
COC(=O)c1cc(-c2ccc(Cl)cc2)n[nH]1	3%	1%	nt	2.1%	2%	i	-6%	12%
Cc1cccc(CSCCNC(=O)CSCc2ccc([N+](=O)[O-])cc2)c1	-2%	46%[activator][38.3 µM]	-3%	-2.0%	4%	-3%	?	5%
Cc1cccc(NC(=S)NCC(c2ccccc2)N(C)C)c1 (stereo unspecified)	-1%	10%	8%	-2.2%	-1%	-16%	-14%	-2%
O=C(NNC(=O)c1ccccc1Br)c1ccc(Cl)c(Cl)c1	-1%	-1%[38.3 µM]	-15%	1.1%	11%	6%	-2%[46.1 µM]	9%
Cc1csc(NC(=O)CSc2nc(C)cs2)n1	-1%	15%[38.3 µM]	?	1.1%	3%	-19%	-6%[46.1 µM]	2%
O=C(Cc1coc(-c2ccc(F)cc2)n1)N1CCOCC1	-1%	-7%[38.3 µM]	-7%	0.3%	1%	1%	-1%[46.1 µM]	3%
